PP1 inh = PP1-alpha phosphatase inhibitors, primary screen, counter-screen for PP5 inhibitor project, biochemical, fluorescence, OMFP substrate, single point. purified PP1alpha. inhibition, % at 6.7 µM. 320,000 tested, 0.9% active;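 active = inhibition above the mean inhibition of all tested compounds plus 3 SD, computed separately for each screening campaign, cut at about 15% in these data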
Target sequence (P62136 whole entry, looked up): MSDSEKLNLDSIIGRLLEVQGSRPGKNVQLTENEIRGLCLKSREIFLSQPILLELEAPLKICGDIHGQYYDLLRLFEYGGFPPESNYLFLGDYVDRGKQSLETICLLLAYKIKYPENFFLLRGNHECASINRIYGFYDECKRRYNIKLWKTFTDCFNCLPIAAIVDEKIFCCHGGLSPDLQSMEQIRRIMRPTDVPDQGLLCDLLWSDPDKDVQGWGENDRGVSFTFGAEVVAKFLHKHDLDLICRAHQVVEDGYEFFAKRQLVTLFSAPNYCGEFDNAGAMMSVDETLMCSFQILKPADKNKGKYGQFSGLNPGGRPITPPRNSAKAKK
core dimer inh = inhibitors of HCV core protein dimerization, primary screen, biochemical, TR-FRET, high-throughput; AID 1899, 2009; inhibition, % at 5 µM; TR-FRET GST/Flag-core106 dimerization, 1536-well; 300,000 tested, 0.33% active;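 active = inhibition above the mean of all tested compounds plus 3 SD, set per screening campaign, cut at about 45% in these data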
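Test system: GST/Flag-tagged HCV core106 proteins; Medium: KF-containing HEPES buffer, pH 7.45, DTT, CHAPS, BSA; Times: compound-protein-antibody incubation 4 h at 22.5 °C; Detection: TR-FRET 671 and 617 nm emission; Benchmarks: wells lacking GST-core106 and wells with excess unlabelled core106.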
Efflux pump mplx = inhibitors of Candida efflux pumps in yeast, primary screen, S. cerevisiae, Nile Red, multiplex; S. cerevisiae Candida pump triplex; inhibition, % at 10 µM; 330,000 tested, 0.44% active; AID 485275, 2010;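 active = plate passing quality check with inhibition over a set limit, or well fluorescence over plate mean plus 4 SD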;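 note: Nile Red retained in pooled yeast measured as flow cytometry median fluorescence; 0% = buffer negative control and 100% = Enniatin B positive control; higher means more Nile Red kept so more efflux inhibition; some compounds called inactive have numbers as strong as hits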
CTSL1 counter = Fasciola hepatica cathepsin L1 inhibitors, primary screen, counter-screen for PFM18AAP inhibitor project, biochemical, QFRET, fluorogenic peptide substrate; recombinant F. hepatica cathepsin L1, Z-Leu-Arg-MCA fluorescence; inhibition, % at 5.96 µM; 300,000 tested, 0.49% active;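 active = inhibition above the mean of all tested compounds plus 3 SD, set per screening campaign, cut at about 17% in these data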;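 note: 0% = plate median of test compound wells and 100% = 1 µM Z-Phe-Ala-diazomethylketone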
TPT1 inhibitor = Candida albicans TPT1 enzyme inhibitors, primary screen, biochemical, fluorescence polarization | tRNA 2'-phosphotransferase TPT1 (Candida albicans SC5314) | recombinant caTPT1, FP RNA substrate dephosphorylation | inhibition, % at 5 µM | 300,000 tested, 0.81% active | AID 1962, 2009;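 active = inhibition above the mean of all tested compounds plus 3 SD, set per screening campaign, cut at about 24% in these data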;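 note: plate controls were DMSO alone for no effect and ferristatin control at 100 nM for full effect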
GASC-1 inh = inhibitors of GASC-1 histone demethylase, primary screen, biochemical, fluorescence, DELFIA europium. inhibition, % at 2.35 µM. 330,000 tested, 0.069% active. GST-JMJD2C(1-420) H3K9me3 demethylation. AID 2099, 2009. Lysine-specific demethylase 4C (Homo sapiens), Q9H3R0;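 active = more than half of a compound's replicate wells show inhibition beyond 50%, single wells judged on their own value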;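 note: signal counts dimethyl H3K9 product captured on neutravidin plate; 0% = median of DMSO wells and 100% = 0.3 times that DMSO median; strong numbers were not always called active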
proCasp7 act = procaspase-7 activators, primary screen, counter-screen for procaspase-3 activator project, biochemical, absorbance, HTS, human; recombinant procaspase-7, Ac-DEVD-pNA absorbance 405 nm; D23A/D198A/D206A triple mutant, cannot self-cleave; scale: DMSO 0, 5 µM enzyme 100; activation, % at 8.5 µM; 330,000 tested, 0.093% active; AID 463210, 2010;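 active = percent activation above the screen-wide mean plus 3 SD, cut at about 25% in these data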
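Assay system: Uncleavable procaspase-7 mutant enzyme / Input: 2 µM procaspase-7 mutant as dispensed / Dosing: single nominal 8.5 µM compound dose, 0.8% DMSO final / Timing: 1 h enzyme–compound preincubation and 2 h substrate reaction, both 25 °C / Detection: p-Nitroaniline absorbance at 405 nm, read at 0 and 120 min / Replication: singlicate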
PP5 inh = PP5 phosphatase inhibitors, primary screen, biochemical, fluorescence | Serine/threonine-protein phosphatase 5 (Homo sapiens), P53041 | 320,000 tested, 0.18% active | inhibition, % at 6.7 µM | purified PP5c, OMFP substrate fluorescence;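 active = inhibition above the campaign's mean inhibition across all tested compounds plus 3 SD, cut at about 9.5% in these data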;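 note: 0% = DMSO only and 100% = 100 µM cantharidin control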
Target sequence (P53041 whole entry, looked up): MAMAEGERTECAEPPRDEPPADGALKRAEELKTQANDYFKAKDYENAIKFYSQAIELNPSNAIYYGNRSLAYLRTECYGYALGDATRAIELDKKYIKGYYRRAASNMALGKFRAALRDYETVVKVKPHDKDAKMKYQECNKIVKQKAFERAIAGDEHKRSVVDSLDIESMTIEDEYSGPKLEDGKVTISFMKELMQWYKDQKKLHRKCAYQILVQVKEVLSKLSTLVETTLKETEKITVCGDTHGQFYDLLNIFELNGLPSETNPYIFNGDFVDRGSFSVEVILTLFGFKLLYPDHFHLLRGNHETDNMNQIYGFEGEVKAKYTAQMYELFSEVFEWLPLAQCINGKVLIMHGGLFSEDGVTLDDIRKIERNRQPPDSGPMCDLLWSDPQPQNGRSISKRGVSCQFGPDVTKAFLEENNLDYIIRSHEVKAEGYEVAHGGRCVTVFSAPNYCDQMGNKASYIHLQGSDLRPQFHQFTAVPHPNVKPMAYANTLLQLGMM
proCasp3 act = activators of human procaspase-3 D3A mutant, primary screen, biochemical, absorbance, PC-3 D3A mutant, single concentration. activation, % at 8.5 µM. recombinant procaspase-3 D3A, Ac-DEVD-pNA absorbance 405 nm. 330,000 tested, 0.11% active. Caspase-3 (Homo sapiens), P42574;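 active = activation above the mean of all tested compounds plus 3 SD, cut at about 21% in these data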;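 note: 0% = DMSO alone and 100% = DMSO wells spiked with extra 5 µM PC-3 D3A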
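assay system = Procaspase-3 D3A mutant | signal = absorbance at 405 nm, 0 and 120 min | times = 1 h preincubation plus 2 h reaction at 25 °C | repeats = single replicate | read-out = % activation between DMSO and enzyme-spiked controls | medium = Zinc-free HEPES saline buffer with Triton X-100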
* = called active by the depositor; i = inactive; / = not tested or not shown; & = joins results of further samples.

SMILES	PP1 inh	core dimer inh	Efflux pump mplx	CTSL1 counter	TPT1 inhibitor	GASC-1 inh	proCasp7 act	PP5 inh	proCasp3 act
Cc1cc2c(c(=O)o1)C1(C(=O)N(C)c3ccccc31)C(C#N)=C(N)O2 (stereo unspecified)	-1.1	-9.7	0.1	-1.3	1.1	-1.8	-4.9	5.1	7.5
Cc1cc(F)ccc1NS(=O)(=O)c1cccc2nsnc12	1.6	-12.9	-0.1	0.3	-2.8	-5.7	-6.8	0.1	-1.2
COc1ccc(N(C(=O)c2cc3ccccc3oc2=O)C2C=CS(=O)(=O)C2)cc1 (stereo unspecified)	-2.2	-1.6	-0.1	-5.4	1.2	-25.8	2.9	-0.7	-2.3
C1CCN(Cc2nnnn2C2CCCC2)CC1	1.4	-18.9	0.0	3.4	-2.3	5.9	4.8	-1.7	-13.9
O=C1CCCC/C1=C/Nc1cccc(C(F)(F)F)c1	-0.8	1.3	0.0	3.0	0.2	-1.8	-0.6	1.7	-2.5
CCCN1C(=O)/C(=C2/C=Cc3ccccc3N2CC)SC1=S	-2.4	-3.5	0.1	0.8	4.1	5.4	5.2	2.6	-10.4
O=C(NCC(F)(F)F)Nc1nnc(C(F)(F)F)s1	1.6	-6.9	-0.1	-1.9	-4.4	-24.2	-4.5	1.5	6.0
O=C(Cc1ccc(Br)cc1)Nc1ccc(Cl)cc1	2.8	-12.6	0.0	2.0	-0.3	21.7	1.5	3.2	6.2
S=C(Nc1ccccc1)N1CCN(C(=S)Nc2ccccc2)CC1	-1.5	-1.3	-0.1	-1.0	-8.0	1.7	0.3	2.1	1.5
CN1CCN(C(=O)C2CCCN(S(=O)(=O)c3ccc(F)cc3)C2)CC1 (stereo unspecified)	-2.7	-8.3	-0.2	-0.7	-0.2	-15.2	-1.3	0.8	5.0
CSc1nsc(N/N=C/c2ccc3c(c2)OCO3)c1C#N	6.8	6.6	0.0	-2.3	4.8	0.2	-18.1	0.1	-19.4
N#Cc1ccc(OC(=O)c2cnccn2)cc1	-1.1	3.8	0.1	1.7	-3.2	-18.2	10.0	-2.0	3.0
CCc1c(C(=O)Nc2ccccc2C(N)=O)csc1C	0.0	-0.3	-0.1	0.2	-1.3	-1.7	7.4	3.2	0.0
CCCN1CCN(C(=O)C2CCCN(c3ncnc4c3nc3n4CCCCC3)C2)CC1 (stereo unspecified)	1.4	-3.3	-0.1	8.4	-0.5	26.7	0.2	-0.4	2.1
N#Cc1ccc(N2CCc3ccccc3C2)c([N+](=O)[O-])c1	0.6	7.2	0.3	2.1	-0.1	8.1	-5.4	-1.6	-8.3

3 entries already listed, ordered by their value in core dimer inh, falling:
Structure | core dimer inh
CSc1nsc(N/N=C/c2ccc3c(c2)OCO3)c1C#N | 6.6
CCc1c(C(=O)Nc2ccccc2C(N)=O)csc1C | -0.3
Cc1cc2c(c(=O)o1)C1(C(=O)N(C)c3ccccc31)C(C#N)=C(N)O2 (stereo unspecified) | -9.7

Going on with the list:
SMILES	PP1 inh	core dimer inh	Efflux pump mplx	CTSL1 counter	TPT1 inhibitor	GASC-1 inh	proCasp7 act	PP5 inh	proCasp3 act
O=C(Nc1nc2ccc(F)cc2s1)c1cccc(S(=O)(=O)N2CCc3ccccc32)c1	0.3	5.4	0.2	1.4	-3.0	-9.1	5.8	1.6	-2.7
CN(C(=O)COC(=O)c1ccccc1OCc1ccc(F)cc1)C1CCS(=O)(=O)C1 (stereo unspecified)	-4.6	/	0.0	/	/	/	7.3	1.1	7.5
CCOC(=O)C1=NN(C(=O)c2ccc(C)cc2)C(O)(c2ccc(Cl)cc2)C1 (stereo unspecified)	3.7	6.2	0.0	1.4	2.3	7.6	-2.1	0.8	11.2
Nn1cc(-c2ccccc2)nc1SCC(=O)N1CCN(S(=O)(=O)c2ccccc2)CC1	-1.9	6.4	-0.1	0.5	-1.6	-17.4&-2.1	-1.8	2.3	10.1
Cc1noc(C)c1S(=O)(=O)N1CCC(C(=O)N2CCN(C3CCCC3)CC2)CC1	0.3	0.6	0.0	0.7	0.1	-3.2	1.9	1.2	-8.8
CCCc1[nH]nc2c1C(c1ccc(Br)s1)C(C#N)=C(N)O2 (stereo unspecified)	1.6	2.8	-0.3	-2.1	-5.5	-16.8	-0.2	2.7	9.8
CCN(CC(=O)NCc1cccs1)c1nnnn1-c1ccccc1	-1.3	0.1	0.0	3.1	-1.4	-3.4	-0.6	0.4	9.1
CC1CCCN(C(=O)Cc2cn(Cc3cccc(Cl)c3)c3ccccc23)C1 (stereo unspecified)	7.2	4.3	-0.7	0.1	-3.2	12.6	10.6	0.8	-4.4
COc1ccc2nc3n(c(=O)c2c1)-c1cc(C)ccc1C(=O)NC3Cc1ccc(O)cc1 (stereo unspecified)	/	/	-0.2	/	/	-4.8	11.8	/	-3.7
O=C(Nc1ccccc1)c1cc(S(=O)(=O)Nc2cccnc2)ccc1Cl	-1.0	1.8	0.0	0.2	0.9	11.1	2.1	1.5	2.5
Cc1cc[n+](-c2[nH]c(=O)sc2/C=N/NC([S-])=Nc2ccccc2)cc1	-1.2	-0.4	-0.2	6.2	-42.1	2.8	-21.7	-2.8	-15.1
CCOc1ccc(N(CC(=O)N2CCOCC2)S(=O)(=O)c2ccc(Cl)cc2)cc1	-2.6	11.1	0.0	-1.5	-2.1	-9.6	-9.1	0.9	9.8
COc1ccc(Nc2nc3ccc(C)cc3n3cnnc23)cc1Cl	-0.1	4.8	-0.1	2.2	0.9	-0.3	1.7	-0.7	5.8
COc1cc2c(cc1OC)CN(C(=O)COc1ccccc1[N+](=O)[O-])CC2	0.6	-9.0	-0.2	2.5	4.1	i	4.9	0.9	-3.8
COc1cccc(NC(=O)C23CCC(C)(C(=O)O2)C3(C)C)c1 (stereo unspecified)	2.0	-7.4	-0.1	2.8	-6.8	5.3	2.3	0.6	-8.3
CCCN1Cc2cccc(C(=O)Nc3ccc(CC)cc3)c2C1=O	-2.2	2.7	0.1	1.2	-1.6	3.9	0.4	3.0	6.3
Cc1ccc(NC2CCCN(C(=O)c3cccnc3)C2)cc1C (stereo unspecified)	-4.2	2.6	-0.1	2.4	0.1	4.6	-3.4	0.9	-2.8
Cc1ccc(NC(=O)OCc2cncs2)cc1	-4.6	-2.5	0.1	1.2	-4.4	0.7	7.8	-0.5	-3.6
O=C(NN=C1CCCCC1)c1cc(-c2ccccc2)n[nH]1	3.8	-10.3	0.2	-3.0	3.9	7.6	-0.5	0.8	-1.1
O=C(NC1CCN(S(=O)(=O)c2ccccc2)CC1)c1cccc(F)c1	-13.8	-7.3	0.2	1.9	0.5	-1.3	-14.0	-3.1	2.4
N#CCc1ccc(NC(=O)Nc2cccc3ccccc23)cc1	-3.4	2.0	0.1	9.0	0.1	-5.9	4.7	2.4	2.2
CCCN1CCN(C(=O)c2ccc(F)c(S(=O)(=O)N3CCOCC3)c2)CC1	-1.6	/	0.1	/	/	-1.0	1.7	0.2	3.4
COc1ccc(OCc2cc(C(=O)NC(C)Cc3ccccn3)no2)c(Cl)c1 (stereo unspecified)	1.6	2.2	1.6*	-1.1	1.9	10.3	8.0	0.7	-1.6
CC(Oc1ccc(F)cc1)C(=O)Nc1cc(Cl)ccc1-n1cncn1 (stereo unspecified)	-4.6	-1.8	0.0	7.7	1.9	-0.2	12.6	-0.2	5.0
O=C(Nc1ccc(F)cc1Cl)C1CCN(C(=O)Nc2ccccc2)CC1	-1.5	0.3	0.0	6.5	-0.5	-1.7	1.0	-0.5	-8.9
CCOC(=O)N/N=C(\C)c1ccc(Br)cc1	-0.7	1.6	0.1	1.3	0.8	-4.3	3.6	-1.5	-1.1
COc1ccc2c(c1)c1ncn(CCN3CCCCC3)c(=O)c1n2C	-5.6	-1.2	-0.3	3.2	-4.4	3.4	-1.6	0.4	8.2
C=C1c2ccccc2S(=O)(=O)N(Cc2ccccc2)C1COCc1ccccc1 (stereo unspecified)	3.1	-2.9	-0.1	-4.1	-1.3	12.0	-6.1	2.4	2.6
COc1cc(CNC2CCCCCCC2)ccc1OCC(N)=O	-5.0	14.2	0.0	-1.4	-1.0	1.6	-1.9	-2.0	-4.8
COc1ccc(NC(=O)C/C(C)=N/NC(=O)C(=O)Nc2cccc(Cl)c2C)c(OC)c1	6.2	-3.5	0.1	-0.2	-1.5	5.2	-0.5	-1.1	8.9
COc1ccc(-c2nnn(Cc3ccccc3F)n2)cc1	1.0	3.6	0.1	0.5	4.0	1.5	-4.3	-2.8	-10.5
Cc1cccc(C)c1OCC(=O)N/N=C/c1ccncc1	-3.8	-9.6	-0.2	1.1	-2.3	9.1	3.5	2.6	1.8
COc1cc2c(cc1OC)C1=C(C#N)CN(C3CCCCC3)CN1CC2	-2.3	7.1	-0.2	-1.4	-3.6	11.5	-6.4	-0.3	6.8
CCCn1c(C(C)Nc2nc(-c3cccc(Br)c3)cs2)nc2ccccc21 (stereo unspecified)	4.4	6.5	0.0	-1.2	2.0	-1.1	-1.2	2.7	5.2
COc1cccc(CN(C)C(=O)CCN=C2NS(=O)(=O)c3ccccc32)c1	/	/	-0.2	/	/	3.1	-9.7	/	-2.3
Cn1c(C(=O)OC(C(=O)NC2CCCCC2)c2ccccn2)cc2sccc21 (stereo unspecified)	1.2	7.5	0.5	2.5	2.7	-7.7	2.9	-1.2	-10.1
COc1ccc(C(=O)N2CCN(C(=O)c3ccncc3)CC2)cc1	-6.2	6.8	0.1	-1.7	2.7	1.9	1.6	-1.4	-5.1
O=C(NCCCCc1ccccc1)C12CN(Cc3ccccc3)CC1C(c1ccc([N+](=O)[O-])cc1)=NO2 (stereo unspecified)	7.4	5.9	0.1	-5.6	2.0	-13.8	13.7	3.6	-2.3
Cc1ccn2c(c1)nc(=O)c1cc(S(=O)(=O)N3CCCCC3)ccc12	4.7	7.7	0.2	3.2	7.4	-14.6	-4.4	4.1	-9.8

Assay outcomes deposited in PubChem BioAssay by several laboratories.

This is a random part of the collection; 2.9% or so of the library scored in one or more.
